# Source: PubChem BioAssay (several laboratories)
# Rac1 act GTP bind: GTP binding modulators of activated mutant Rac1, primary screen, biochemical, bead-based flow cytometry, multiplex, fluorescent GTP; GST-Rac1 activated beads; actives lie on both sides; 100% means binding = to untreated wells; percent activity (GTP binding), % at 10 µM; 190,000 compounds, 0.11% hits;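 active means GTP binding at least 20 percentage points away from the 100% baseline, in either direction, so actives lie on both sides; inconclusive means Compound likely fluorescent itself, or too few beads counted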
# Mcl1 Bid PPI: Mcl-1/Bid binding inhibitors, primary screen, biochemical, TR-FRET, 1536-well. Induced myeloid leukemia cell differentiation protein Mcl-1 (Homo sapiens), Q07820. TR-FRET Mcl-1/Bid-Dy647 peptide binding. inhibition, % at 21.7 µM. 220,000 compounds, 0.97% hits. AID 1021, 2008;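 active means compounds that cut the binding signal by more than half at the single screening dose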;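 further: His-tagged Mcl-1 with europium anti-His antibody binding Bid BH3 peptide; 0% = Mcl-1 plus peptide wells and 100% = peptide-only wells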
# Target sequence (Q07820 whole entry, looked up): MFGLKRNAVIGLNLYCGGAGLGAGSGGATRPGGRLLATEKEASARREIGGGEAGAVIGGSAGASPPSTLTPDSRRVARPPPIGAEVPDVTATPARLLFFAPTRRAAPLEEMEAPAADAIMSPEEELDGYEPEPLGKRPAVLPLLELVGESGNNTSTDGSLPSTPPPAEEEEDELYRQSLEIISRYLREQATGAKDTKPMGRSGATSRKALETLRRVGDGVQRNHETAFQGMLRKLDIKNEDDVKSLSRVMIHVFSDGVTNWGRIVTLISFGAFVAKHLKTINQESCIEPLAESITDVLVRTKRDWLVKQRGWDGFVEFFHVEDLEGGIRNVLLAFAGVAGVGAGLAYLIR
# RGS8-Gao reg: RGS8-Galphao binding modulators, primary screen, biochemical, multiplexed bead flow cytometry. Guanine nucleotide-binding protein G(o) subunit alpha (Homo sapiens), P09471. actives lie on both sides. response (percent of control binding), % at 10 µM. 220,000 compounds, 0.34% hits. AID 1423, 2008; in the data active means response below about 60% or above about 140%; inactive means in between;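 further: Galphao activated as the GDP aluminium fluoride complex binding bead-coupled RGS8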
# Target sequence (P09471 whole entry, looked up): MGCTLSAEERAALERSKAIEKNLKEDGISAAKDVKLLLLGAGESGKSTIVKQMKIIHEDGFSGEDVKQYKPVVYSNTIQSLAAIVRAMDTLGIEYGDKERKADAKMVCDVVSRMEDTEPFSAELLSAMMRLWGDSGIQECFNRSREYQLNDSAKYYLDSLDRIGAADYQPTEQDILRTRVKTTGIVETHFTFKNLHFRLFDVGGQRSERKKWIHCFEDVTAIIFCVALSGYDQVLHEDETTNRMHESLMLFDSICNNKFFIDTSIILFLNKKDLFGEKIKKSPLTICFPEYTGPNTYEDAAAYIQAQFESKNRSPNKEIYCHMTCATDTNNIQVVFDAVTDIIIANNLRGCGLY
# Mcl1-Noxa inh: Mcl-1/Noxa binding inhibitors, primary screen, biochemical, TR-FRET, 1536-well. Induced myeloid leukemia cell differentiation protein Mcl-1 (Homo sapiens), Q07820. TR-FRET Mcl-1/Noxa peptide binding, 2 h. inhibition, % at 21.7 µM. 220,000 compounds, 1.5% hits. AID 1022, 2008;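 active means compounds that cut the protein-peptide binding signal by more than 50% relative to plate controls in a single-dose test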;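 further: His-tagged Mcl-1 with rhodamine Noxa BH3 peptide and terbium anti-His antibody; 0% = Mcl-1 plus Noxa peptide wells and 100% = peptide-only wells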
# Rab7 wt GTP bind: modulators of GTP binding to Rab7, primary screen, biochemical, wildtype, multiplex bead flow cytometry; Rab7 GTPase wild type (dog), Bodipy-FL-GTP binding; GST-Rab7 beads, fluorescent GTP binding; actives lie on both sides; untreated = 100%, excess cold GTP = 0%; GTP binding activity (percent of control), % at 10 µM; AID 758, 2007; 190,000 compounds, 0.055% hits;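 active means fluorescent GTP binding to Rab7 beads changed by at least 20 points from the 100% baseline, either direction, mostly lower; inconclusive means compound itself probably fluorescent, or too few beads counted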;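 further: median green fluorescence of bound Bodipy-FL-GTP per Rab7 bead population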
# Cdc42 wt GTP: modulators of GTP binding to wildtype Cdc42, primary screen, biochemical, multiplex bead flow cytometry, Bodipy-GTP | GST-Cdc42 beads; actives lie on both sides | Cell division control protein 42 homolog (Homo sapiens), P60953 | percent activity (GTP binding), % at 10 µM | AID 761, 2007 | 190,000 compounds, 0.2% hits;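 active means percent activity GTP binding at least 20 points away from the 100% baseline, either down as inhibitor or up as activator; inconclusive means compound flagged as likely green fluorescent from well-wide comparison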;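 further: median bead fluorescence of bound Bodipy-FL-GTP at 100 nM; 0% = excess unlabeled GTP control and 100% = no compound control; below 100% means less GTP binding so inhibitor and above means activator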
# Target sequence (P60953 whole entry, looked up): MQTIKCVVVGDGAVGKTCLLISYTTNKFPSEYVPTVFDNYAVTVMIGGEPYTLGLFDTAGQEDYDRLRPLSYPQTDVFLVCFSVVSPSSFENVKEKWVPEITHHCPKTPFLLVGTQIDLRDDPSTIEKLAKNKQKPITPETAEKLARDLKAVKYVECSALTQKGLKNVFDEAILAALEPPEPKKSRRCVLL
# Rac1 wt GTP bind: wildtype Rac1 GTP binding modulators, primary screen, biochemical, GST-Rac1 beads, flow cytometry, multiplex; Ras-related C3 botulinum toxin substrate 1 (Homo sapiens), P63000; fluorescent GTP binding; actives lie on both sides; 0 = cold GTP competed, 100 = untreated; GTP binding activity (% of control), % at 10 µM; 190,000 compounds, 0.27% hits;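 active means GTP binding activity at least 20 points away from the 100% control level, either lower or higher; inconclusive means compound flagged as likely green fluorescent, judged across all proteins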
# Pf gamet viab: late stage P. falciparum gametocyte viability inhibitors, primary screen, ATP luminescence, HTS; 150,000 compounds, 0.065% hits; inhibition, % at 10.9 µM; P. falciparum stage V gametocytes, 24 h;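 active means inhibition above the mean plus 3 SD of compounds within the control limits, set per campaign, cut at about 38% in these data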;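 further: 0% = DMSO wells and 100% = medium only without gametocytes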
# Bim-Mcl-1: inhibitors of Bim peptide binding to Mcl-1, primary screen, biochemical, bead-based flow cytometry, multiplex. Induced myeloid leukemia cell differentiation protein Mcl-1 (Homo sapiens), Q07820. Bim peptide-Mcl-1 binding. inhibition, % at 10 µM. 190,000 compounds, 0.1% hits. AID 1009, 2008; in the data active means inhibition above about 40%;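 further: 0% = no compound tracer wells and 100% = peptide blocker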
# Rab2 wt GTP: modulators of GTP binding to Rab2A wildtype, primary screen, biochemical, dog, bead-based flow cytometry, multiplex. AID 760, 2007. 190,000 compounds, 0.19% hits. Ras-related protein Rab-2A (Canis lupus familiaris), P61105. GTP binding activity, % at 10 µM. GST-Rab2 wt beads, Bodipy-GTP binding;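 active means GTP binding activity at least 20 points away from 100%, either lowered or raised; inconclusive means signal likely due to the compound's own green fluorescence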;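 further: 0% = beads with excess unlabeled GTP and 100% = no-compound control corrected for plate trend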
# HRas wt GTP: modulators of GTP binding to HRas wildtype, primary screen, biochemical, bead-based flow cytometry, multiplex. GST-Ras wt beads, Bodipy-FL-GTP binding; actives lie on both sides. GTP binding activity, % at 10 µM. GTPase HRas (Homo sapiens), P01112. AID 759, 2007. 190,000 compounds, 0.14% hits;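 active means GTP binding activity at least 20% away from the 100% baseline, either lowered as inhibitor or raised as activator; inconclusive means flagged as likely green fluorescent, judged across all proteins in the well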;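 further: 0% = unlabeled GTP competition control and 100% = no-compound control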
# Target sequence (P01112 whole entry, looked up): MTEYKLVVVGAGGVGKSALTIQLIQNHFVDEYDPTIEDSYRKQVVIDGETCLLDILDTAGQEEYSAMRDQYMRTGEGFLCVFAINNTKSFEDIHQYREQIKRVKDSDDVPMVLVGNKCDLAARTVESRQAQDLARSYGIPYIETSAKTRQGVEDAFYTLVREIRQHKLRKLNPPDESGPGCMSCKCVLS
# * hit, by the source's call; ? = inconclusive; / = not tested or not shown. Rows were taken by chance; about 2.9% have a hit in one of these screens.
SMILES,Rac1 act GTP bind,Mcl1 Bid PPI,RGS8-Gao reg,Mcl1-Noxa inh,Rab7 wt GTP bind,Cdc42 wt GTP,Rac1 wt GTP bind,Pf gamet viab,Bim-Mcl-1,Rab2 wt GTP,HRas wt GTP
COc1ccc(Nc2nc(N)nc(CSc3nc(C)cc(C)n3)n2)cc1,96,6,100,12,93,92,95,-10,-3,95,94
CCOC(=O)C(C)n1cnc2c(nnn2Cc2ccc(C)cc2)c1=O (stereo not given),100,-6,98,18,105,104,108,/,-1,100,101
O=C(CCC(=O)Nc1ccccc1)NNC(=O)c1ccccc1Cl,96,-2,102,0,99,95,101,6,3,96,98
COCCOC(=O)c1c(C)nc(SCC(=O)Nc2ccc(C)cc2)c(C#N)c1-c1ccco1,94,1,101,13,94,97,94,-11,0,94,97
CCOc1cc(Br)ccc1S(=O)(=O)NCc1ccccc1,99,-7,102,7,96,99,99,/,0,95,99
O=C(O)c1ccc(NS(=O)(=O)c2cc(Cl)ccc2Cl)cc1,97,9,94,35,101,99,100,-33,-1,96,98
COCCNC(=O)C(NC(=O)C1CCCCC1)C(C)C (stereo not given),96,-13,103,-3,110,103,101,-1,0,101,101
Cc1ccc(NC(=O)COC(=O)CNC(=O)c2ccc3ccccc3c2)c([N+](=O)[O-])c1,98,9,80,-7,99,96,97,-20,-3,94,97
Clc1cc(Cl)cc(C2=NCCC(c3ccccc3)O2)c1 (stereo not given),96,8,103,-1,96,96,100,/,-2,99,98
Cc1nn(C)c(C)c1S(=O)(=O)NC1CCCC1,100,-15,103,-1,103,101,100,3,0,101,102
CCOC(=O)Cn1nc(C)n(-c2ccc(Cl)cc2)c1=O,96,-17,100,20,92,100,97,-5,1,95,92
Cc1cccc2c1CC(C)(C)N/C2=C\C(N)=O,99,-12,105,3,95,100,101,/,-3,95,98
Cc1ccc(-c2ncccc2OC(=O)C23CC4CC(CC(C4)C2)C3)cc1,101,-27,102,-3,95,98,102,/,1,98,99
Cc1ccc(-n2c(=O)c(C#N)cc3c(=O)n4ccccc4nc32)cc1C,98,-16,100,11,97,101,101,8,1,97,99
CCOc1ccc(C(C)=O)cc1COC(=O)c1cccnc1SC,97,-3,99,9,105,96,99,/,0,100,98
C=CCn1c(SCC(=O)c2cc(C)n(C)c2C)nnc1-c1ccncc1,99,-39,100,2,98,97,99,-6,-2,99,100
Cc1sc2ncn(CC(=O)OCC(=O)NC(C)(C)C)c(=O)c2c1C,95,-17,93,1,102,99,101,/,-3,100,101
Cc1cc(N2C(=O)CCC2=O)ccc1NC(=O)c1cccs1,101,-36,102,0,100,108,107,/,0,102,102
CC(=O)Nc1nnc(SCC(=O)c2ccc(F)cc2)s1,95,-5,107,-13,94,95,94,2,0,96,95
CCCn1nnc(NC(=O)C(C)Oc2ccc(Cl)cc2Cl)n1 (stereo not given),97,-11,102,4,95,97,95,/,-2,95,99
COc1cc(C(=S)N2CCOCC2)ccc1OS(=O)(=O)c1ccccc1[N+](=O)[O-],99,-21,110,21,95,97,100,-4,-12,99,97
COc1ccc(-c2cc3nc(C)c(CCC(=O)NCc4ccc(F)cc4)c(C)n3n2)c(OC)c1,98,-51,103,19,93,97,96,7,-4,96,97
CCOC(=O)COc1ccc(Br)cc1/C=C\c1[nH]c(=O)[nH]c(=O)c1[N+](=O)[O-],95,0,107,42,97,91,95,25,0,95,93
CCOc1ccc(C(=O)COc2ccc(NC(C)=O)cc2)cc1,95,-9,86,10,93,95,95,/,-6,94,96
CC[C@@H]1C=C(C)C[C@H](C)C[C@H](OC)[C@H]2O[C@@](O)(C(=O)C(=O)N3CCCC[C@H]3C(=O)O[C@H](/C(C)=C/[C@@H]3CC[C@@H](O)[C@H](OC)C3)[C@H](C)[C@@H](O)CC1=O)[C@H](C)C[C@@H]2OC,99,3,86,2,100,99,100,/,0,102,100
COc1ccc(CC(=O)NNC(=O)CCC(=O)Nc2cc(C)ccc2C)cc1,92,0,97,5,96,93,93,12,-1,95,97
CN(C(=O)COc1ccc([N+](=O)[O-])cc1)C1CCS(=O)(=O)C1 (stereo not given),99,22,99,2,102,96,101,-22,0,99,99
CCCSc1nc(N2CCOCC2)c2c(c1C#N)CC(C)(C)SC2,99,4,99,0,97,102,100,-8,-1,101,100
C/C(CC(=O)Nc1ccc(Cl)c(C(F)(F)F)c1)=N\NC(N)=S,94,8,97,5,107,102,98,13,-6,104,95
CC(=O)Nc1ccc(C(=O)N/N=C/c2ccccc2OC(=O)c2ccc(Cl)cc2)cc1,98,8,100,12,102,102,104,/,0,103,102
CCOC(=O)N1CCN(C(=O)CSc2nc3c([nH]c4ccccc43)c(=O)n2C)CC1,100,21,100,22,107,101,105,/,-3,102,103
CCC(C)Nc1nnnc2c1sc1nc3c(cc12)COC(C)(C)C3 (stereo not given),97,-8,95,8,98,98,92,/,-4,98,96
COc1cc(C(=O)N/N=C/c2sccc2C)cc(OC)c1OC,94,-9,105,11,96,93,97,12,-1,94,95
C=CCn1c(SCN2C(=O)c3ccccc3C2=O)nc2ccc(Cl)cc2c1=O,103,-20,101,-5,103,98,105,6,0,101,104
Cc1ccc(-c2nc(NCCN3CCOCC3)c3ccccc3n2)cc1,96,-10,95,17,97,97,99,/,1,95,97
Cc1cc(C(F)(F)F)n(-c2nc(C(=O)N/N=C/c3ccc(F)cc3)cs2)n1,100,21,100,9,102,102,105,5,-2,100,101
O=[N+]([O-])C(C1CCS(=O)(=O)C1)C1CCS(=O)(=O)C1 (stereo not given),93,-13,102,1,95,93,95,-1,-4,92,92
COc1ccc(S(=O)(=O)N(C)c2ccc(C(N)=O)cc2)cc1,101,-11,95,-12,105,104,106,/,-2,101,102
N#Cc1c(-c2ccc(F)cc2)cc(-c2cccnc2)nc1N,98,7,106,-122,97,101,103,28,-2,98,102
Nc1nc(SCC(=O)N2CCCC2)[nH]c(=O)c1NC(=O)c1ccco1,99,-26,100,-9,104,104,103,/,0,101,103
CC(C(=O)N1CCc2ccccc21)n1cccc1 (stereo not given),99,-32,106,-12,98,99,102,/,7,99,97
CC(C)C(=O)Nc1c(O)c2ccccc2[nH]c1=O,?,-70,99,13,?,?,?,-15,-2,?,?
Cc1cccc(NC(=O)CSc2nnnn2-c2ccc3c(c2)OCCO3)n1,94,-44,103,3,99,97,97,-14,-2,95,97
O=C(c1cccc(C(F)(F)F)c1)C1CCCN(Cc2cccn2-c2ncccn2)C1 (stereo not given),95,-17,103,9,104,97,101,22,-5,98,100
CCOc1ccccc1NC(=O)c1nc(-c2ccccc2)oc1C,94,-31,102,13,97,94,101,-14,3,97,94
Cc1nn(C)c(C(=O)N2CCOCC2)c1Cl,101,12,100,2,99,99,105,/,-6,99,99
Cc1nn(C(=O)N2CCCCC2)c(C)c1CN1C(=O)c2ccccc2C1=O,101,-36,/,-2,101,103,108,/,0,100,101
CCOC(=O)N1CCN(C(=O)CCSc2ccccc2)CC1,99,-20,101,-3,99,100,103,/,0,98,100
CCC(C)N1C(=O)CCC1C(=O)O (stereo not given),91,1,102,/,92,92,89,/,-6,93,94
CCN(CC)C(=O)c1ccc2c3c(cccc13)C(=O)N(CCc1ccc(OC)c(OC)c1)C2=O,85,-7,101,25,90,86,84,/,-8,84,88
CSc1ccc(C2NC(=O)c3c(sc4c3CCN(C)C4)N2)cc1 (stereo not given),97,-27,98,27,99,95,95,/,-2,99,96
CNCCCOc1ccc(C)cc1Br,99,61*,91,25,106,101,106,8,0,101,102
Cc1ccc(S(=O)(=O)N(C)CC(=O)Nc2cccc3c2CCCC3)cc1,98,-15,97,15,96,100,100,/,-6,99,100
CCN1CCN(C2=NC(=O)/C(=C/c3ccc(C)o3)S2)CC1,99,-15,74,2,95,97,102,/,-8,96,96
O=C(Cn1nc(-c2ccc(Cl)cc2)ccc1=O)N1CCN(c2ccccc2)CC1,96,-10,102,3,96,98,98,8,0,95,97
Cc1cc(=O)[nH]c(SCCOc2ccc3c(c2)CCC3)n1,97,-5,100,-4,101,101,105,/,-2,100,100
Cn1nc(C(F)(F)F)c2cc(C(=O)O)sc21,94,-13,104,4,95,97,95,-2,-6,95,96
CSc1nc(S(=O)(=O)c2ccccc2)c(Cl)s1,98,-29,97,8,105,100,100,6,0,96,97
C=CCc1c(C)nc(C)nc1N/N=C/c1ccc(F)cc1,98,-18,100,11,100,98,102,33,1,98,96
O=c1c2c(-c3cccs3)csc2[nH]c(=S)n1-c1ccccc1,95,-59,100,1,97,102,100,-12,-6,95,100
# More results follow.
SMILES,Rac1 act GTP bind,Mcl1 Bid PPI,RGS8-Gao reg,Mcl1-Noxa inh,Rab7 wt GTP bind,Cdc42 wt GTP,Rac1 wt GTP bind,Pf gamet viab,Bim-Mcl-1,Rab2 wt GTP,HRas wt GTP
O=C(COc1ccccc1)NC1CCCc2ccccc21 (stereo not given),102,-26,100,-2,98,100,105,8,-4,95,99
COc1ccc(CC(=O)OC2CCCN(C)C2)cc1 (stereo not given),97,-25,102,11,100,99,103,7,3,99,100
Cc1[nH]c2ccccc2c1C(c1ccccn1)N1CCC(C(N)=O)CC1 (stereo not given),95,17,101,57*,97,97,97,/,-1,94,97
COc1ccc(C(=O)/C=C2\Sc3ccccc3N2C)cc1,97,-52,98,26,96,98,102,22,0,94,97
O=C(CSc1nnc2ccc(-c3ccccn3)nn12)NCC1CCCO1 (stereo not given),94,-11,101,-1,94,95,96,-1,2,96,95
N#Cc1c2c(c(NCc3ccco3)n3c1nc1ccccc13)CCC2,96,-20,99,9,97,95,96,-25,0,97,96
Cc1ccc(OCC(=O)Nc2ccc(N3CCN(C(=O)c4ccco4)CC3)cc2)cc1C,95,-3,101,21,101,94,95,24,-2,96,96
